AmpC inh no detg: AmpC beta-lactamase inhibition without detergent | P00811 | AmpC nitrocefin hydrolysis, absorbance 480 nm, 0.0001% Triton | Potency, µM (highest dose often 57.1 µM), inactives show at the top dose activity change, negative = inhibition, actives largely listed as inhibitors | 0.52% of 330,000 active;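 note: potency is the fitted concentration of half-maximal effect; plate controls were no compound for no effect and no enzyme for full effect; nearly all actives have a fitted effect of over 20% in size; some results filed as inactive show a strong effect at the top dose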
Target sequence (P00811 whole entry, looked up): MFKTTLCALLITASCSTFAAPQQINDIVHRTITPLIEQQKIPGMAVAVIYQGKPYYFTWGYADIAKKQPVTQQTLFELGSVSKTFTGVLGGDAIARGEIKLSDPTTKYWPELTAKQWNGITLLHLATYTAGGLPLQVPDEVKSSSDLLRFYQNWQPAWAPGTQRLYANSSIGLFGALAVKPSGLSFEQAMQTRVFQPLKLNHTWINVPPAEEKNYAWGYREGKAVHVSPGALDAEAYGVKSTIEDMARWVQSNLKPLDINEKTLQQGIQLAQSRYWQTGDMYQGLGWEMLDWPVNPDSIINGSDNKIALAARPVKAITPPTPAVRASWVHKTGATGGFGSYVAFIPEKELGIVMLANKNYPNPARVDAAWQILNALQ
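20 mM phosphate pH 7.0 + 0.01% (detergent screen) or 0.0001% Triton X-100; 5.3 nM AmpC reagent; cpd preinc 15 min RT; nitrocefin (800 uM stock) to start; A480 q20 s × 4 min; Activity was normalised to no-enzyme and no-compound control wells.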
HCMV inh: human cytomegalovirus inhibition | HFF cells, HCMV-luciferase reporter, 72 h; active compounds read low | activity change, negative = inhibition, % at 57.5 µM | 4.5% of 410,000 active | AID 1259415; in the data active = activity change below about -60%
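Two compound doses tested in HFFs infected with HCMV-luciferase, MOI 1 PFU/cell, 72 h at 37C. Lysate luminescence read with OneGlo; data normalized against buffer-only and 10uM Salinomycin inhibitor controls.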
AMA1 RON2 block: disrupts binding of P. falciparum AMA1 to RON2 | AlphaScreen AMA1-biotinylated RON2 peptide binding | Potency, µM (top dose mostly 58.2 µM), for the others: at the top dose activity change, negative = inhibition, usual class: inhibitors | 0.2% of 360,000 active | AID 720542;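 note: potency is the fitted concentration of half-maximal effect; 0% = vehicle wells and -100% = peptide control; nearly all actives have a fitted effect of over 45% in size; some results filed as inactive show a strong effect at the top dose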
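AMA1 (3D7) with his tag at 25 nM final met compounds first, then biotinylated RON2 peptide at 25 nM; detection used donor plus acceptor beads, 10 µg/mL apiece, read by AlphaScreen after 30 min at room temperature.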
AmpC inh detg: blocks E. coli AmpC beta-lactamase in detergent assay; P00811; Potency, µM (titrated, usually from 114 µM), for the others: at the highest dose activity change, negative = inhibition, most hits filed as inhibitors; AmpC hydrolysis of nitrocefin, absorbance 480 nm, 0.01% Triton; 0.041% of 370,000 active;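 note: potency is the fitted concentration of half-maximal effect; 0% = no-compound wells and -100% = no-enzyme wells; nearly all actives have a fitted effect of over 25% in size; some results filed as inactive show a strong effect at the top dose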
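20 mM phosphate pH 7.0 + 0.01% (detergent screen) or 0.0001% Triton X-100; 5.3 nM AmpC reagent; cpd preinc 15 min RT; nitrocefin (800 uM stock) to start; A480 q20 s × 4 min; Activity was normalised to no-enzyme and no-compound control wells.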
TbPYK inhibitor: blocks Trypanosoma brucei pyruvate kinase; Q57TT1; TbPYK enzyme, Kinase-Glo Plus ATP luminescence, 45 min; Potency, µM (series often up to 76.8 µM), for the others: at the highest dose activity, negative = inhibition, hits mostly inhibitors; 0.12% of 410,000 active; AID 624173; note: potency is the fitted concentration of half-maximal effect; nearly all actives have a fitted effect of over 50% in size
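Readout: single end-point luminescence (Kinase-Glo Plus, 10 min). Reaction conditions were TbPYK/substrate plus 130 uM ADP, 45 min at RT, pH 7.2 TEA buffer. No-enzyme wells served as controls, and data were normalized before concentration-response fitting.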
Sm TGR block: blocks Schistosoma mansoni thioredoxin glutathione reductase; purified TGR, DTNB reduction, TNB absorbance 405 nm; Potency, µM (titrated, usually from 114 µM), for inactives: at the top dose activity change, negative = inhibition, most hits filed as inhibitors; Q962Y6; 3% of 360,000 active; note: potency is the fitted concentration of half-maximal effect; nearly all actives have a fitted effect of over 60% in size
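TGR 20 nM + NADPH 100 uM (dispensed conc.), cpd preinc 15 min RT; start with NADPH (500 uM addition) then DTNB (15 mM addition). Kinetic TNB absorbance, 405 nm filter. Four-parameter Hill fit across titration.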
LmPK inh: blocks Leishmania mexicana pyruvate kinase activity | Q27686 | 0.37% of 290,000 active | purified LmPK, Kinase-Glo ATP luminescence, 1 h | Potency, µM (titrated, usually from 57.5 µM), for the others: at the top dose activity change, negative = inhibition, actives largely listed as inhibitors; note: potency is the fitted concentration of half-maximal effect
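0.1 nM LmPK, 0.5 mM PEP, 0.1 mM ADP; 50 mM imidazole pH 7.2, 7 mM MgCl2, 50 mM KCl; 1 h RT. Kinase-Glo luminescence readout, normalized to no-enzyme (full inhibition) and uninhibited wells.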
Numbers without * were called inactive; / = no result given; [ ] = dose if it differs, or a comment. Unless noted, calls come from the whole dose curve; as a rule, active = well fitted curve in the direction sought with a large enough effect; inconclusive = small, poorly fitted or top-dose-only effect, or another doubt; inactive = no such curve, though single readings can be large; an effect the other way counts as inactive or inconclusive. Unless noted, % is set by controls: 0 for no effect and ±100 for the full control effect.

Value order – AmpC inh no detg | HCMV inh | AMA1 RON2 block | AmpC inh detg | TbPYK inhibitor | Sm TGR block | LmPK inh
COCCOC(=O)C1=C(C)NC(SCC(=O)NC(C)(C)C)=C(C#N)C1c1ccco1 (stereo not drawn)
    17.1% | -32.1 | -5.9% | -11.1% | -2.7% | 0.0% | 4.3%
CCOCc1cnc(C)nc1NCC(=O)c1c(C)[nH]c2cc(C)ccc12
    -16.4% | -100.6* | 1.0% | -7.1% | -1.2% | -13.3% | 4.4%
CC1Cn2c(Cc3ccccc3)nnc2S1 (stereo not drawn)
    / | -6.0 | 13.0% | / | 0.9% | / | /
Nn1c(SCC(=O)Nc2cc(C(F)(F)F)ccc2Cl)nncc1=O
    -5.9% | -37.3 | 28.9% | -4.2% | -7.6% | 2.2% | -8.5%
CCOC(=O)c1[nH]c(C)c(CCC(=O)N2CCN(c3ccc(OC)cc3)CC2)c1C
    / | 0.4 | / | -6.5% | -0.3% | 0.3% | /
C=CCN(C(=O)c1csnn1)C(C(=O)NC(C)(C)C)c1ccncc1 (stereo not drawn)
    -15.5% | -5.8 | 42.1%[activator] | -13.3% | 0.6% | / | -3.2%
Cc1ccc(-n2ncc3c(=O)n(CC(=O)N4CCCc5ccccc54)cnc32)cc1C
    -16.1% | -26.9 | 22.0% | -4.3% | 4.5% | -14.5% | -3.5%
CCC1SC2=NC(C)=C(C(=O)OCCOC)C(/C=C/c3ccccc3OC)N2C1=O (stereo not drawn)
    83.8%[activator] | 18.1 | -7.3% | -2.4% | -1.6% | -0.3% | 4.2%
O=C(Nc1ccc(Cl)cc1)Nc1ccc2c(c1)OCO2
    -36.4% | 33.6 | -11.5% | -0.5% | 6.1% | -3.8% | -10.2%

Reformatted as comma-separated lines: 2 of the compounds above.
SMILES,AmpC inh no detg,HCMV inh,AMA1 RON2 block,AmpC inh detg,TbPYK inhibitor,Sm TGR block,LmPK inh
Nn1c(SCC(=O)Nc2cc(C(F)(F)F)ccc2Cl)nncc1=O,-5.9%,-37.3,28.9%,-4.2%,-7.6%,2.2%,-8.5%
CCOC(=O)c1[nH]c(C)c(CCC(=O)N2CCN(c3ccc(OC)cc3)CC2)c1C,/,0.4,/,-6.5%,-0.3%,0.3%,/

A second format for two compounds above.
> CC1Cn2c(Cc3ccccc3)nnc2S1 (stereo not drawn)
  AmpC inh no detg = /
  HCMV inh = -6.0
  AMA1 RON2 block = 13.0%
  AmpC inh detg = /
  TbPYK inhibitor = 0.9%
  Sm TGR block = /
  LmPK inh = /
> CCOC(=O)c1[nH]c(C)c(CCC(=O)N2CCN(c3ccc(OC)cc3)CC2)c1C
  AmpC inh no detg = /
  HCMV inh = 0.4
  AMA1 RON2 block = /
  AmpC inh detg = -6.5%
  TbPYK inhibitor = -0.3%
  Sm TGR block = 0.3%
  LmPK inh = /

Ordered by length of the SMILES (smallest number first): some entries from above
Value order – AmpC inh no detg | HCMV inh | AMA1 RON2 block | AmpC inh detg | TbPYK inhibitor | Sm TGR block | LmPK inh
CC1Cn2c(Cc3ccccc3)nnc2S1 (stereo not drawn)
    / | -6.0 | 13.0% | / | 0.9% | / | /
Nn1c(SCC(=O)Nc2cc(C(F)(F)F)ccc2Cl)nncc1=O
    -5.9% | -37.3 | 28.9% | -4.2% | -7.6% | 2.2% | -8.5%
CCOCc1cnc(C)nc1NCC(=O)c1c(C)[nH]c2cc(C)ccc12
    -16.4% | -100.6* | 1.0% | -7.1% | -1.2% | -13.3% | 4.4%
COCCOC(=O)C1=C(C)NC(SCC(=O)NC(C)(C)C)=C(C#N)C1c1ccco1 (stereo not drawn)
    17.1% | -32.1 | -5.9% | -11.1% | -2.7% | 0.0% | 4.3%

Assay outcomes as filed in PubChem.
